Diaph inh CS: inhibits diaphorase or chemically oxidizes, flagging diaphorase assay artifacts; diaphorase resazurin-to-resorufin fluorescence, NADH, 16 min; bacterial (C. kluyveri) enzyme, not human; inhibition, % at 20 µM; 0.69% of 190,000 active; AID 1217;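 active = primary screen inhibition at 20 µM above a set limit, cut at about 50% in these data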;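 also: plate controls were DMSO with full reaction for no effect and wells lacking NADH for full effect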
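controls = No-NADH positive control and DMSO neutral control | system = Clostridium kluyveri diaphorase enzyme | timing = reaction incubation of 16 min at room temperature | signal = resorufin fluorescence 544/590 nm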
NF-kB neuron act: raises NF-kB expression in human neuronal cells | NF-kB reporter expression; active compounds read high | fold change at 12.5 µM | 1.6% of 190,000 active | AID 1239; in the data active = fold change above about 3.3
FLuc act counter: affects firefly luciferase, flagging false hits in luciferase stimulation screens; activation factor at 10 µM; 200,000 tested, under 10 active; AID 1027; ATPlite luciferase biochemical, luminescence, 10 min; 0 = ATP-free wells, 1 = DMSO control;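 active = luciferase activation factor, scaled between plate controls, of at least 2 with compound at 10 µM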
Target sequence (P08659 whole entry, looked up): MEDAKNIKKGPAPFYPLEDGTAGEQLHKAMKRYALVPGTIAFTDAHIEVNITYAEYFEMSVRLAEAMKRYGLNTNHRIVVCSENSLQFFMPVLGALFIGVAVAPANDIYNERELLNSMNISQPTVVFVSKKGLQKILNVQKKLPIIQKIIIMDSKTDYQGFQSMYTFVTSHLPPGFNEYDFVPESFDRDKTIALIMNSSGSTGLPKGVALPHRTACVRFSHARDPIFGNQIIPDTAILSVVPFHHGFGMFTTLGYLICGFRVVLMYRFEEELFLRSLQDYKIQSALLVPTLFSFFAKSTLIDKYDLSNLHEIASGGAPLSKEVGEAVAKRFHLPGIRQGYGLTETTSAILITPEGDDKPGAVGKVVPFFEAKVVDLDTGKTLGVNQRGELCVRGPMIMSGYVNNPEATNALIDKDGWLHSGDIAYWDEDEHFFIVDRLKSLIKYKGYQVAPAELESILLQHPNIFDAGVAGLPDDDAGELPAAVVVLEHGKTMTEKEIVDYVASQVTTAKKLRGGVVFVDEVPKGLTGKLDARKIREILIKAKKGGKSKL
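Assay system: Luciferase/luciferin detection reagent, cell-free biochemical luciferase assay / Also added: ATP substrate / Schedule: 10 min at ambient temperature / Measured by: luminescence measurement of luciferase light output / Benchmarks: low control with PBS replacing ATP, high control enzyme plus ATP without compound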
Diaphorase act: counter-screen for diaphorase-based assays: diaphorase activators and chemical reducers. Diaphorase/resazurin coupled assay, resorufin fluorescence, 16 min; active compounds read high; 1 = vehicle wells, 0 = NADH-free wells. activation factor at 20 µM. 0.005% of 190,000 active;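 active = diaphorase activity raised at least twofold by the compound at 20 µM; inactive = activation factor below 2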
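Material: purified diaphorase enzyme from Clostridium kluyveri; Also added: 0.114 mM NADH and 0.1 mM resazurin, final amounts; Doses: single compound dose of 20 µM, 1% DMSO final; Times: 16 min enzyme reaction, ambient temperature; Detection: resorufin fluorescence, excitation 544 nm, emission 590 nm; Measure: increased resorufin signal from activators or reducing compounds.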
APP 5UTR inh: APP translation inhibition | SH-SY5Y APP 5'UTR-luciferase reporter, luminescence | inhibition, % at 2 µM | 0.82% of 190,000 active | AID 1285;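 active = inhibition above a set limit, derived from the sample mean plus 3 SD, cut at about 45% in these data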; also: values of inactives mirror those of a sister screen read the other way
FLuc inhib CS: Photinus pyralis luciferase inhibition counter-screen | P08659 | ATPLite firefly luciferase biochemical luminescence, 10 min | inhibition, % at 10 µM | 1.5% of 200,000 active | AID 1006;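 active = inhibition above about 50% when tested at 10 µM, limit read from the data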
APP 5'UTR act: APP 5'UTR luciferase reporter activation. 1% of 190,000 active. AID 1276. activation, % at 2 µM. SH-SY5Y APP 5'UTR luciferase reporter, luminescence; zero percent = DMSO vehicle wells;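 active = activation above a set limit, based on mean plus 3 SD of controls, cut at about 140% in these data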; also: values of inactives mirror those of a sister screen read the other way
TLR4 MyD88 comp: inhibitors of human TLR4-MyD88 binding. O00206+Q99836. HeLa CL3-4 TLR4/MyD88 BLA complementation, FRET ratio. inhibition, % at 8.4 µM. 0.18% of 200,000 active; in the data active = inhibition above about 25%;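 also: 0% = vehicle and 100% = reference inhibitor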
G6PDH CS: inhibits Leuconostoc G6PDH, flagging false hits in G6PDH-based assays | 0.12% of 200,000 active | Purified L. mesenteroides G6PDH, diaphorase/resazurin coupled fluorescence, 45 min | inhibition, % at 5 µM | AID 1020; in the data active = inhibition above about 50%
STAT1 activator: STAT1 signaling activation. NIH 3T3 STAT1-luciferase reporter, IFN-gamma, luminescence; 100% = IFN-gamma alone, no compound. activation (% of control), % at 5.5 µM. 2.6% of 200,000 active. AID 932;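 active = activation above the screen-wide mean activation plus 3 SD, cut at about 130% in these data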;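 also: raw ratio to IFN-gamma control signal so 100% means no change and 0% no light; values of inactives mirror those of a sister screen read the other way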
Active calls of the source: *; x = no result given. A portion of the library, so the mix of outcomes need not match the whole.

SMILES	Diaph inh CS	NF-kB neuron act	FLuc act counter	Diaphorase act	APP 5UTR inh	FLuc inhib CS	APP 5'UTR act	TLR4 MyD88 comp	G6PDH CS	STAT1 activator
O=[N+]([O-])c1cc(S(=O)(=O)c2ccc(O)c([N+](=O)[O-])c2)ccc1O	25	0.94	1.1	0.7	-10	-8	10	-2	9	100
CCOC(=O)C(C)Oc1cc(C)cc2oc(=O)c3c(c12)CCCC3 (configuration not stated)	27	0.78	1	0.7	18	-3	2	0	0	86
O=C(c1cccc(N2CCCC2=O)c1)N1CCC2(CC1)OCCO2	-3	1.2	1	1	-5	4	5	-2	7	102
COC(=O)c1ccccc1N=Cc1c(O)[nH]c(=S)[nH]c1=O	17	1	1	0.8	-18	-3	19	4	3	106
CCCCOc1ccc(CCN)cc1Cl	10	1.3	1	0.9	1	-4	-1	3	11	114
CNCC(O)c1ccc(O)cc1 (configuration not stated)	11	0.95	1	0.9	-2	-1	2	5	21	95
CC(NC(=O)Oc1ccccc1)C(c1cccs1)N1CCOCC1 (configuration not stated)	5	1.3	1.1	0.9	-16	-5	16	5	0	111
CSC(=Nc1ccccc1)c1c(O)n(C)c(=O)n(C)c1=O	10	1.2	1	0.9	-5	2	5	6	3	95
O=C1C(=O)c2ccccc2-c2ccccc21	24	0.1	1	0.8	58*	-1	-58	-6	53*	104
CN(C)C1(CNC(=O)c2ccc(Cl)c(S(=O)(=O)NCc3ccco3)c2)CCCCC1	-7	1.1	1	1.1	-2	-4	2	-15	5	102
COc1cccc(-n2nc(C(=O)N3CCC4(CC3)OCCO4)c3ccccc3c2=O)c1	15	0.92	1	0.8	2	-2	-2	-4	1	101
O=c1[nH]cc(COCC(F)(F)C(F)(F)C(F)(F)F)c(=O)[nH]1	-3	0.96	1	1	3	-4	-3	4	0	97
Cc1cc(/C=C2/C(=O)NC(=O)N(C)C2=O)c(C)n1-c1ccccc1	8	1.1	0.4	0.9	-30	62*	30	5	12	99
CCCCn1c(=O)c(C(=O)Nc2ccccc2S(N)(=O)=O)c(O)c2ccccc21	27	1.5	1.1	0.7	-12	-5	12	-3	17	110
CN1C(=O)N(C)C(=O)C(CCc2ccccn2)(CCc2ccccn2)C1=O	-3	1.3	1	1	-25	-2	25	-19	4	93
COc1ccc(/C=C/C2=CCN(C)CC2)cc1	-2	1.8	1	1	-23	0	23	-15	9	120
CC(C)CCC1(CN2CCCC2=O)C(=O)NC(=O)NC1=O	5	1	1.1	1	7	-10	-7	3	2	105
Cc1ccc(-c2cc(C(F)F)n3ncc(C(=O)N4CCC5(CC4)OCCO5)c3n2)cc1	-1	0.77	1	1	-10	-1	10	-2	-4	98
C=CCN1C(=O)/C(=C\c2ccc(N3CCOCC3)o2)C(=O)NC1=S	1	1.3	0.9	1	2	7	-2	-2	10	96
Cc1c(C(=O)N2CCC3(CC2)OCCO3)sc2ncnc(N3CCc4ccccc4C3)c12	14	0.53	1	0.9	-2	-1	2	-6	-1	96
O=C1OCCC1NC1=NCCC1 (configuration not stated)	11	1	1	0.9	18	-2	-18	10	-14	93
CSc1ccc(C(=O)C2CCCN(C)C2)cc1 (configuration not stated)	-1	1.2	1.1	1	0	-11	0	6	14	97
CCn1c(=O)n(CC(=O)N2CCC3(CC2)OCCO3)c(=O)c2ccccc21	11	0.96	1	0.9	6	-2	-6	5	7	103
COC(=O)c1c(C)n(Cc2ccco2)c2ccc(O)cc12	6	1	1	0.9	3	-2	-3	-7	10	93
O=C(C[n+]1ccn(CCCNP2(=O)C=C(c3ccccc3)OC(c3ccccc3)=C2)c1)c1ccccc1	-7	1.2	1	1.1	-5	-4	5	-9	-3	100
(further entries)
SMILES	Diaph inh CS	NF-kB neuron act	FLuc act counter	Diaphorase act	APP 5UTR inh	FLuc inhib CS	APP 5'UTR act	TLR4 MyD88 comp	G6PDH CS	STAT1 activator
COc1ccccc1CCNC1C2CC3CC(C2)CC1C3 (configuration not stated)	10	1.4	1	0.9	20	-4	-21	-9	3	103
Oc1ccc(/C=N/NP(=S)(c2ccccc2)c2ccccc2)cc1	11	1.1	1	0.9	13	3	-13	-10	3	98
CCOP(=S)(OCC)SCC(=O)NC(C)(CC)C(=O)O (configuration not stated)	-1	1.3	1	1	9	0	-9	9	4	99
O=[N+]([O-])c1ccc(N2CCCCCC2)c2ncccc12	48	1.1	1	0.5	-17	0	17	8	17	102
S=P(Nn1cnnc1)(c1ccc(Br)cc1)c1ccc(Br)cc1	10	0.93	1	0.9	-10	-3	10	2	4	93
CC1(C)CC(=O)C(C=NCCN2CCN(C(=O)Cc3ccccc3)CC2)=C(O)C1	6	1.1	1.1	0.9	-11	-6	11	-5	13	105
Cc1nn(Cc2ccccc2)c(C)c1C=C1C(=O)NC(=O)NC1=O	9	0.96	1.1	0.9	7	-6	-7	-5	1	106
CSc1ccc(C(=O)C2CCCN(Cc3cccnc3)C2)cc1 (configuration not stated)	17	1.1	1	0.8	-14	-4	14	-12	15	90
CCNC(=O)NC(=O)C(C)OC(=O)c1c(C)nn(Cc2ccccc2Cl)c1Cl (configuration not stated)	10	0.99	1	0.9	0	-4	0	0	4	102
CCN(CC)CCN=C(C)c1c(O)n(-c2ccccc2OC)c(=O)[nH]c1=O	-2	1.1	1	1	-5	-3	5	-1	17	103
Cc1ccc(-n2c(O)c(C=Nc3ccc(Br)cn3)c(=O)[nH]c2=O)cc1	18	1	1.1	0.8	-6	-5	6	2	1	96
NP(=O)(Oc1ccc(Cl)cc1)Oc1ccc(Cl)cc1	-16	0.91	1	1.2	8	-3	-8	-3	9	108
Oc1cccc(/C=N/NP(=S)(c2ccccc2)c2ccccc2)c1	33	0.89	1	0.7	x	2	x	-2	2	103
CCCCCCN1CCN(c2ccccc2Cl)CC1	6	0.94	1	0.9	-8	-3	8	6	3	94
OC1(c2ccc(F)cc2)CC2CCC(C1)N2Cc1nnnn1C1CCCCC1 (configuration not stated)	14	1.2	1.1	0.9	6	-5	-6	-2	10	110
O=Cc1c(C(=O)O)n(Cc2ccc(Cl)cc2)c2ccccc12	15	1.2	1	0.9	4	-1	-4	6	-6	96
CCC(=NCCCN(CC)CC)c1c(O)n(C2CCCCC2)c(=O)[nH]c1=O	11	1.7	1.1	0.9	-9	-6	9	-11	6	99
CCc1cc2c(N3CCN(C)CC3)ncnc2s1	-5	1	1	1.1	1	-4	-1	-6	4	94
CN=C(SCc1cc2c(cc1Cl)OCO2)c1c(O)n(C)c(=O)n(C)c1=O	14	1.2	1.1	0.9	-12	-7	12	4	13	90
CN(C)C(=O)Oc1ccc([N+](=O)[O-])cc1	13	1.5	1	0.9	-13	0	13	-4	2	99
CCC(=O)c1cn(Cc2ccccc2C#N)c2ccccc12	33	0.91	1.1	0.7	-16	-8	16	-10	-2	96
O=c1cccc2n1CC1CC2CN(Cc2c(F)cccc2Cl)C1 (configuration not stated)	11	0.84	1.1	0.9	-10	-5	10	4	8	106
Cc1c(N=Cc2c(O)n(Cc3ccccc3)c(=O)[nH]c2=O)c(=O)n(-c2ccccc2)n1C	9	1.1	1	0.9	-1	-5	1	-4	7	98
CSc1ccc(C(=O)C2CCCN(Cc3cc4ccccc4[nH]3)C2)cc1 (configuration not stated)	-7	1.1	1	1.1	0	-3	0	-4	4	80
Cc1nn(Cc2ccccc2Cl)c(C)c1C(=O)OCC(=O)NC1CCCC(C)C1C (configuration not stated)	22	1.8	1	0.8	-9	-3	9	2	-5	97

The last 4 records of the section before lead into the next.
SMILES	Diaph inh CS	NF-kB neuron act	FLuc act counter	Diaphorase act	APP 5UTR inh	FLuc inhib CS	APP 5'UTR act	TLR4 MyD88 comp	G6PDH CS	STAT1 activator
O=c1cccc2n1CC1CC2CN(Cc2c(F)cccc2Cl)C1 (configuration not stated)	11	0.84	1.1	0.9	-10	-5	10	4	8	106
Cc1c(N=Cc2c(O)n(Cc3ccccc3)c(=O)[nH]c2=O)c(=O)n(-c2ccccc2)n1C	9	1.1	1	0.9	-1	-5	1	-4	7	98
CSc1ccc(C(=O)C2CCCN(Cc3cc4ccccc4[nH]3)C2)cc1 (configuration not stated)	-7	1.1	1	1.1	0	-3	0	-4	4	80
Cc1nn(Cc2ccccc2Cl)c(C)c1C(=O)OCC(=O)NC1CCCC(C)C1C (configuration not stated)	22	1.8	1	0.8	-9	-3	9	2	-5	97
CCN1CCN(c2ncnc3ccc(Br)cc23)CC1	-13	0.95	1.1	1.1	0	-7	0	1	18	91
Cc1cc(OCc2cc(C(=O)O)oc2C)c2c3c(c(=O)oc2c1)CCCC3	15	1	1.1	0.8	-12	-7	12	2	7	107
COc1ccc2c(c1OC)C(=O)OC2c1c(O)n(Cc2ccc(F)cc2)c(=O)[nH]c1=O (configuration not stated)	4	1.2	1.1	1	-5	-10	5	-2	0	98
COc1ccccc1-n1c(-c2ccoc2)nc2ccccc2c1=O	18	1.1	1	0.8	0	-4	0	2	5	102
O=C(c1cnn2c(C(F)(F)F)cc(-c3ccccc3)nc12)N1CCC2(CC1)OCCO2	18	0.96	1	0.8	7	-4	-7	13	0	96
O=C(CNC(=O)OCc1ccccc1)NCC(=O)Nc1ccc(Br)cc1C(=O)c1ccccc1	6	0.71	1.1	0.9	15	-8	-15	2	1	97
CNCC(C)c1ccccc1 (configuration not stated)	2	1.1	1	1	-12	-3	12	2	21	100
CC1(C)CSC(Nc2ccc(F)c(Cl)c2)=N1	19	1.5	1	0.8	-17	-3	17	-17	10	103
CC(C)NC(=O)c1ccc(N2CC3CC(C2)c2cccc(=O)n2C3)c([N+](=O)[O-])c1 (configuration not stated)	5	1.2	1.1	0.9	3	-6	-3	0	4	99
O=c1[nH]c(=S)n(C2CC2)c(O)c1/C=N/N1CCOCC1	14	0.97	1.1	0.9	-7	-8	7	0	2	100
CN1CCN(c2ccc(NC(=O)C(C)(C)C)cc2)CC1	8	1.2	1	0.9	-32	-1	32	-15	-1	101
CN(C)/C=C(\C=[N+](C)C)c1[nH]ncc1[N+](=O)[O-]	-4	1.1	1	1	-8	-1	8	-2	1	108
O=c1c2ccccc2nc(-c2ccco2)n1-c1ccc(Br)cn1	5	0.86	1	0.9	0	-4	0	-10	18	96
O=C(Nc1ccc(F)cc1)c1c(O)c2c(n(Cc3ccccc3)c1=O)CCCC2	-18	1	1	1.2	-7	-2	7	-1	8	111
S=C(c1ccc(Cl)cc1)N1CCOCC1	9	0.99	1.1	0.9	-13	-5	13	-16	1	101

Fetched one by one from the list above (3):
SMILES	Diaph inh CS	NF-kB neuron act	FLuc act counter	Diaphorase act	APP 5UTR inh	FLuc inhib CS	APP 5'UTR act	TLR4 MyD88 comp	G6PDH CS	STAT1 activator
CN1CCN(c2ccc(NC(=O)C(C)(C)C)cc2)CC1	8	1.2	1	0.9	-32	-1	32	-15	-1	101
O=c1c2ccccc2nc(-c2ccco2)n1-c1ccc(Br)cn1	5	0.86	1	0.9	0	-4	0	-10	18	96
O=C(CNC(=O)OCc1ccccc1)NCC(=O)Nc1ccc(Br)cc1C(=O)c1ccccc1	6	0.71	1.1	0.9	15	-8	-15	2	1	97
